G9a block = blocks human histone lysine methyltransferase G9a | Q96KQ7 | G9a H3K9 monomethylation, AlphaScreen, 2 h | Potency, µM (series often up to 102 µM), for the others: at the top dose activity, negative = inhibition, hits mostly inhibitors | 350,000 tested, 8.8% active; also: potency is read from the fitted curve at half-maximal effect; % is scaled to controls: 0 for no effect and ±100 for the full control effect; nearly all actives have a fitted effect of over 75% in size
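Signal arises when biotinylated H3K9 peptide, once monomethylated, bridges streptavidin donor and antibody-captured acceptor beads. Enzyme at 20 nM was preincubated 15 min with test compounds; peptide 500 nM and SAM 20 uM then reacted for 2 h.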
PGK inhibitor = T. brucei PGK inhibition. AID 602233. PGK/GAPDH coupled, Kinase-Glo luminescence, 60 min. P07378. 380,000 tested, 0.043% active. Potency, µM (titrated, usually from 57.5 µM), inactives show at the highest dose activity change, negative = inhibition, usual class: inhibitors; also: potency is read from the fitted curve at half-maximal effect; % is scaled to controls: 0 for no effect and ±100 for the full control effect; nearly all actives have a fitted effect of over 60% in size
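Recombinant glycosomal PGK reaction used 1,3-bisphosphoglycerate generated in-well by GAPDH (100nM final) in 100mM TEA pH 7.6, 5mM MgCl2, 0.01% Tween-20. After 60 minutes at room temperature, ATP was read by Kinase-Glo Plus luminescence end-point.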
JMJD2A Tudor = inhibitors of human JMJD2A Tudor domain; O75164; Potency, µM (titrated, usually from 114 µM), for the others: at the top dose activity change, negative = inhibition, hits mostly inhibitors; 390,000 tested, 4.4% active; AlphaScreen JMJD2A-Tudor / H3K4me3 peptide binding; also: potency is read from the fitted curve at half-maximal effect; % is scaled to controls: 0 for no effect and ±100 for the full control effect; nearly all actives have a fitted effect of over 50% in size
Target sequence (O75164 whole entry, looked up, the tested form may be a part): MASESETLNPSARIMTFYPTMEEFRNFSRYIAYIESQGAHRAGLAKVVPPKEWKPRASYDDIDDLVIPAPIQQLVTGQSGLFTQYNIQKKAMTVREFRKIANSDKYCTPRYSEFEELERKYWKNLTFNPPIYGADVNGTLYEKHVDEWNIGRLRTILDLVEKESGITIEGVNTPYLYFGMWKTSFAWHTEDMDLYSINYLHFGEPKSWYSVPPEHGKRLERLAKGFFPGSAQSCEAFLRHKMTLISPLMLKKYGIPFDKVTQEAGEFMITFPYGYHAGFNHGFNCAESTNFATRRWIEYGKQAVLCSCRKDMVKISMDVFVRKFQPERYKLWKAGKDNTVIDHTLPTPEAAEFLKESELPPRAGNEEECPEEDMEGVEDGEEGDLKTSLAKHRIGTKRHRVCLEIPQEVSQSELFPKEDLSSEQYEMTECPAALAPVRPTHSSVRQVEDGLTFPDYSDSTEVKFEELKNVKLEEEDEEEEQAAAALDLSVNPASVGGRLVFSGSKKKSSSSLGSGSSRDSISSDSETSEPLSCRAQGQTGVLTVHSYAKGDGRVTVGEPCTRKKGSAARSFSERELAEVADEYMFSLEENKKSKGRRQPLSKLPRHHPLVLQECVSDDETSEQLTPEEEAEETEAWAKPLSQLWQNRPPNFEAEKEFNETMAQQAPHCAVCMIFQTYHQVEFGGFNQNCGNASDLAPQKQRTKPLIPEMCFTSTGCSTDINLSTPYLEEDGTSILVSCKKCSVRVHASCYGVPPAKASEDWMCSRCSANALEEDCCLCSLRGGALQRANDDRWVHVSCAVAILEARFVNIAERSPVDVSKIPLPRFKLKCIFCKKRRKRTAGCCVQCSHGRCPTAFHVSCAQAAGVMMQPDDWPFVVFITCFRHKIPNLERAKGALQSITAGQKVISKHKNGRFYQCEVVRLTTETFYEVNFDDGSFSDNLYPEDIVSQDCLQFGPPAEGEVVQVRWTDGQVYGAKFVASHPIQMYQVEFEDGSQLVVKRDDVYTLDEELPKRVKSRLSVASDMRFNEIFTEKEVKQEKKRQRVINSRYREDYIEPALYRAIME
GLS inhibitor = blocks human kidney-isoform glutaminase activity | GLS enzymatic activity, qHTS titration | O94925 | Potency, µM (doses to about 45.5 µM), without a hit: top-dose activity change, negative = inhibition, usual class: inhibitors | 410,000 tested, 0.21% active | AID 624170; also: potency is read from the fitted curve at half-maximal effect; % is scaled to controls: 0 for no effect and ±100 for the full control effect
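Human kidney-isoform GLS in 45 mM KH2PO4 pH 8.2, 0.02% Tween-20, with compound, started with 1mM L-Glutamine (added stock). Glutamate oxidase/HRP/Amplex red coupled fluorescence read at start and after 30 min at RT.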
Pol eta inh = DNA polymerase eta (human) inhibition; Q9Y253; recombinant Pol eta, fluorescent DNA replication assay; Potency, µM (titrated, usually from 114 µM), inactives show at the top dose activity change, negative = inhibition, usual class: inhibitors; 390,000 tested, 1.2% active; also: potency is read from the fitted curve at half-maximal effect; % is scaled to controls: 0 for no effect and ±100 for the full control effect
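Pol eta (10 nM) was preincubated with compounds for 15 min at room temperature, after which fluorescent replication substrate (50 nM final) was added to start the reaction. Fluorescence was read kinetically at 0 and 10 min.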
HP1b chromo inh = inhibitors of HP1-beta chromodomain binding to methylated histone tails. P83916. Potency, µM (titrated, usually from 114 µM), without a hit: top-dose activity change, negative = inhibition, usual class: inhibitors. AID 540317. AlphaScreen HP1-beta / biotin-H3K9me3 peptide binding. 390,000 tested, 0.56% active; also: potency is read from the fitted curve at half-maximal effect; nearly all actives have a fitted effect of over 70% in size; inactives centre near 23
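AlphaScreen: HP1-beta (50 nM) preformed 30 min with biotin-H3(1-18)K9me3 peptide (50 nM) in PBS pH 7.4, 0.01% Tween-20. Compound added for 30 min at RT, then streptavidin donor/nickel chelate acceptor beads (10 ug/mL) for 30 min.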
Pin1 inh = human Pin1 inhibition. Pin1 FP peptide displacement, HiFluor488, 10 min. 390,000 tested, 0.009% active. Potency, µM (series often up to 115 µM), for inactives: at the highest dose activity, negative = inhibition, most hits filed as inhibitors. Q13526; active = well fitted inhibition curve with a large enough effect in the polarisation, with a control signal flat, not every such curve was filed as active; inconclusive = small, poorly fitted or top-dose-only effect, or effect the other way, or a change in a side signal; inactive = no such curve, though single readings can be large or run the other way; the % refers to the polarisation; also: potency is read from the fitted curve at half-maximal effect; % is scaled to controls: 0 for no effect and ±100 for the full control effect
BAZ2B block = blocks human BAZ2B. Q9UIF8. AlphaScreen BAZ2B-H3K14Ac peptide displacement. Potency, µM (series often up to 114 µM), inactives show at the top dose activity change, negative = inhibition, actives largely listed as inhibitors. 360,000 tested, 4.4% active. AID 504333; also: potency is read from the fitted curve at half-maximal effect; % is scaled to controls: 0 for no effect and ±100 for the full control effect; nearly all actives have a fitted effect of over 60% in size
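BAZ2B 50 nM plus b-H3(5-23)K14Ac 50 nM, PBS pH 7.4/0.01% Tween-20, 30 min RT; compound added (max 110 uM), 30 min RT; streptavidin donor/Ni-chelate acceptor beads 10 ug/mL final, 20 min dark; AlphaScreen read.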
PI4K2A inh = inhibitors of human PI4K2A; purified PI4K2A, ADP-Glo luminescence, 1 h; stronger effect = lower value; activity change, negative = inhibition, % at 76.9 µM; 420,000 tested, 0.13% active; in the data active = activity change below about -50%; inconclusive = mostly about -30% to -49%;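 also: -100% = wells without enzyme as full effect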
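Compounds are screened against recombinant PI4K2A using PI as substrate and ATP, the latter dispensed at 300 microM. Reactions run one hour at ambient temperature before ADP-Glo detection; full inhibition defined by wells lacking enzyme.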
An asterisk follows results filed as active; i = inactive; ? = inconclusive; · = not tested or not shown; [ ] = another dose, or the depositor's remark. Unless noted, calls follow the shape of the dose curve; as a rule, active = well fitted curve in the direction sought with a large enough effect; inconclusive = small, poorly fitted or top-dose-only effect, or another doubt; inactive = no such curve, though single readings can be large; an effect the other way counts as inactive or inconclusive.

smiles	G9a block	PGK inhibitor	JMJD2A Tudor	GLS inhibitor	Pol eta inh	HP1b chromo inh	Pin1 inh	BAZ2B block	PI4K2A inh
COc1cc(N=C2C(=O)N3CCCc4cccc2c43)cc(OC)c1	?	4%	?	17%	-17%	-27%	1%	?	17
CC(Sc1nc(C(C)(C)C)cc(-c2ccccc2)c1C#N)C(=O)Nc1ccccc1 (stereo not given)	7.9µM*	-2%	-1%[57.1 µM]	-12%	-9%	?	5%	8%	1
O=S(=O)(c1ccc(-c2ccccc2)cc1)N1CCCCC1	112%[activator]	-8%	46%[activator]	-8%	-20%	85%[activator]	2%	26%	2
O=C1C2C3CCC(O3)C2C(=O)N1c1nccs1 (stereo not given)	·	-6%	-12%	1%	-19%	18%[57 µM]	-4%	·	-3
N/C(=N\OC(=O)c1cccc(Br)c1)c1ccc(Br)cc1	19%	-7%	-7%	3%	10%	44%[activator]	1%	3%	3
CCN(C(=O)CN1C(=O)NC(c2ccccc2)(c2ccc(C)c(C)c2)C1=O)C1CCS(=O)(=O)C1 (stereo not given)	2%[59 µM]	i	-19%	3%	0%	15%	-1%	6%	-3
COC(=O)c1ccc(/C=N/NC(=S)NCCN2CCOCC2)cc1	-19%	9%	-9%	0%	2%	20%	-3%	-19%	2
CCOC(=O)CSC1=C(C#N)C(c2ccc3c(c2)OCO3)CC(=O)N1 (stereo not given)	-20%[59 µM]	-4%	5%[11.4 µM]	-10%	2%	33%	-9%	0%	6
CCc1cccc(NC(=O)COc2cc(=O)n(CC)c3ccccc23)c1	?	-3%	-20%	1%	-6%	30%[activator]	-2%	-1%	-1
CC(C)N(C(=O)CSc1nnc(NC(=O)Cc2cccs2)s1)C(C)C	18%	0%	-6%	1%	-6%	36%	3%	3%	1
COc1ccc([C@H]2CC(=O)C=C(c3ccc4c(c3)OCO4)C2)cc1OC	13%[2.33 µM]	-4%	?	1%	-3%	9%	?	-2%	-2
Cc1csc(N(C(=O)c2ccccc2F)c2ccccc2)n1	4%	i	3%	0%	-3%	19%	8%	-3%	2
O=C(CSc1ncccn1)NN=C1CCCCCC1	17%	2%	8%	5%	-17%	21%	-2%	-4%	-4
Cc1ccc(C(=O)Cn2c(C(=O)O)cc3ccccc32)cc1	·	i	-1%	12%	-16%	19%	0%	-1%	-26
COc1ccc(Cl)cc1NC(=O)CSc1nc(-c2ccco2)cc(C(F)(F)F)n1	-2%[59 µM]	0%	9%	3%	-2%	37%	1%	0%	3

(cont.)
smiles	G9a block	PGK inhibitor	JMJD2A Tudor	GLS inhibitor	Pol eta inh	HP1b chromo inh	Pin1 inh	BAZ2B block	PI4K2A inh
O=c1cc(CN2CCC(Cc3ccccc3)CC2)nc2sccn12	?	1%	-24%	-4%	-12%	15%	4%	-12%	2
Cc1cccc(NS(=O)(=O)c2ccc([N+](=O)[O-])cc2)n1	·	-2%	-2%	0%	17%	46%[activator]	-6%	10%	-1
COc1ccc(N(CC(=O)NC2CCCCCCC2)S(=O)(=O)c2c(C)nn(C)c2C)cc1	11%	i	-9%	-9%	-10%	34%	-3%	-3%	-2
CCC(=O)N1CCN(c2ccc(NC(=O)c3ccc(C#N)cc3F)cc2Cl)CC1	-20%	-9%	-1%	-8%	-8%	27%	-8%	-22%	-2
Cc1c(C#N)c2ccccc2n1CC(=O)N1CCc2ccccc2C1	-24%	i	-16%	-1%	1%	18%	0%	-4%	0
COc1ccc(NC(=O)CSCC(=O)N2CCN(C(=O)c3ccco3)CC2)cc1	4%[59 µM]	-1%	-7%	-3%	7%	29%	1%	-3%	-2
COc1ccc(-c2csc(N(CCCN3CCOCC3)C(=O)CCl)n2)cc1	35µM*	-8%	?	-1%	-6%	18%	-5%	?	7
CCOC(=O)NC(=O)CSc1nnc(C)s1	-4%[59 µM]	-5%	-5%	6%	-6%	10%	-4%	-6%	1
Cc1ccc(CN2CCN(/N=C/c3sccc3C)CC2)c(C)c1	45µM*	-13%	22µM*	15%	-3%	?	-1%	28µM*	5
O=C(NC1CCN(Cc2ccccc2)CC1)c1ccccc1NS(=O)(=O)c1ccc(F)c(F)c1	·	-3%	4%	-7%	-8%	38%	7%	·	5
Cn1c(SCCc2ccc([N+](=O)[O-])cc2)nccc1=O	·	i	-9%	1%	-6%	11%	2%	·	2
CSc1nnc(SCc2nc3sc(C(=O)O)c(C)c3c(=O)[nH]2)s1	·	?	13µM*	1%	3.2µM*	50µM*	?	50µM*	-3
CC1CCc2c(sc(NC(=O)c3ccc(Cn4cc(Br)cn4)o3)c2C(N)=O)C1 (stereo not given)	?	-4%[11.5 µM]	-7%	2%	8%	6%	0%	-4%	0
CCCCNC(=O)CN1C(=O)NC2(CCOc3ccccc32)C1=O (stereo not given)	28%	i	-3%	-2%	-16%	33%	3%	-1%	3
CC1=CCC(C(=O)O)C(C(=O)NC2CCCCC2)C1 (stereo not given)	32µM*	?	56µM*	35%[activator]	20µM*	?	3%	50µM*	6

Marked active in HP1b chromo inh, of those listed so far:
smiles	G9a block	PGK inhibitor	JMJD2A Tudor	GLS inhibitor	Pol eta inh	HP1b chromo inh	Pin1 inh	BAZ2B block	PI4K2A inh
CSc1nnc(SCc2nc3sc(C(=O)O)c(C)c3c(=O)[nH]2)s1	·	?	13µM*	1%	3.2µM*	50µM*	?	50µM*	-3

Ordered by the number under Pin1 inh (high to low): three from the list above.
smiles	G9a block	PGK inhibitor	JMJD2A Tudor	GLS inhibitor	Pol eta inh	HP1b chromo inh	Pin1 inh	BAZ2B block	PI4K2A inh
O=C(NC1CCN(Cc2ccccc2)CC1)c1ccccc1NS(=O)(=O)c1ccc(F)c(F)c1	·	-3%	4%	-7%	-8%	38%	7%	·	5
COc1ccc(NC(=O)CSCC(=O)N2CCN(C(=O)c3ccco3)CC2)cc1	4%[59 µM]	-1%	-7%	-3%	7%	29%	1%	-3%	-2
Cc1c(C#N)c2ccccc2n1CC(=O)N1CCc2ccccc2C1	-24%	i	-16%	-1%	1%	18%	0%	-4%	0

The listing continues:
smiles	G9a block	PGK inhibitor	JMJD2A Tudor	GLS inhibitor	Pol eta inh	HP1b chromo inh	Pin1 inh	BAZ2B block	PI4K2A inh
O=C(Nc1ncc(Cc2ccc(SC(F)F)cc2)s1)c1ccc(OC(F)F)cc1	8%[59 µM]	-2%	-18%	9%	-12%	41%[activator]	18%	6%	-10
Cc1ccc(OCC(O)CN2CCc3ccccc3C2)c(C)c1 (stereo not given)	?	4%	-5%	-2%	-7%	30%	13%	-16%	4
COc1ccc2c(c1)O/C(=C\c1ccccc1C)C2=O	29%	-10%	14%	-3%	-10%	63%[activator]	-1%	15%	-1
Cc1nn(Cc2ccc(C(=O)N/N=C/c3ccncc3)o2)c(C)c1Cl	·	-6%	-6%	-18%	-12%	34%	-4%	-9%	-7
C=C1CCN([C@@H](C)C(=O)NCc2ccc(Cl)cc2)S(=O)(=O)c2ccccc21	?	2%	-12%	3%	-7%	23%	-5%	5%	5
CCc1cccc(NC(=O)C2CCCN(S(=O)(=O)c3ccc4[nH]c(=O)ccc4c3)C2)c1 (stereo not given)	-12%[59 µM]	-11%	-17%	-6%	6%	5%	6%	-11%	2
Cc1oc(S(=O)(=O)N(C)C)cc1C(=O)Nc1ccc(Cl)cc1	?	-2%	-11%	2%	-15%	26%	0%	-2%	-1
O=C(NCC(c1cccs1)N1CCOCC1)c1cc(Cl)ccc1[N+](=O)[O-] (stereo not given)	4%[0.501 µM]	-2%	-12%	-3%	-16%	50%[activator]	-10%	9%	-1
Cc1ccccc1OCC(=O)Nc1cc(Cl)ccc1Oc1ccccc1	134%[activator][59 µM]	-7%	100%[activator]	-8%	-19%	120%[activator]	1%	44%[activator]	1
COc1ccc(CNC(=O)c2nc(SC(C)C)ncc2Cl)cc1	6%[59 µM]	-7%	18%	-7%	-6%	60%[activator]	-3%	14%	-5
COc1ccc(C(=O)NNC(=O)c2ccc(F)c(S(=O)(=O)N3CCOCC3)c2)cc1	·	0%	-2%	-16%	-17%	29%	6%	·	-2
COc1cc2cc(CCCOC(=O)c3ccco3)oc(=O)c2cc1OC	15%[0.501 µM]	-4%	-8%	-5%	-5%	59%[activator]	6%	-3%	-1
CCOc1ccc2c(c1)c(=O)c(S(=O)(=O)c1ccc(C)cc1)cn2CC	6%	i	?	11%	-24%	9%	3%	-12%	-6
CCC1CN(C(=O)N2CCC(C(=O)NCc3cccc(F)c3)CC2)c2cc(C)ccc2O1 (stereo not given)	?	-6%	-24%	-8%	-8%	-10%	14%	?	2
O=C(COc1ccccc1)NCCSCc1ccccc1Cl	-10%[0.501 µM]	-8%	-1%	-4%	-19%	32%	-7%	19%	-2

Exported with two lines to a compound: part of the list above.
Sequence of screens – G9a block, PGK inhibitor, JMJD2A Tudor, GLS inhibitor, Pol eta inh, HP1b chromo inh, Pin1 inh, BAZ2B block, PI4K2A inh
- CC(C)N(C(=O)CSc1nnc(NC(=O)Cc2cccs2)s1)C(C)C
 : 18%, 0%, -6%, 1%, -6%, 36%, 3%, 3%, 1
- COc1ccc([C@H]2CC(=O)C=C(c3ccc4c(c3)OCO4)C2)cc1OC
 : 13%[2.33 µM], -4%, ?, 1%, -3%, 9%, ?, -2%, -2
- Cc1csc(N(C(=O)c2ccccc2F)c2ccccc2)n1
 : 4%, i, 3%, 0%, -3%, 19%, 8%, -3%, 2
- O=C(CSc1ncccn1)NN=C1CCCCCC1
 : 17%, 2%, 8%, 5%, -17%, 21%, -2%, -4%, -4

Compound activity (PubChem)

The list is partial; count on the stated rates, not on these rows.
